DAX1 inh-1 – inhibitors of human orphan nuclear receptor DAX1 (NR0B1). P51843. HEK293 Gal4-DAX1 luciferase reporter, luminescence. inhibition, % at 6.75 µM. 0.99% of 340,000 active. AID 504766;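 active = inhibition above the mean over all tested compounds plus 3 SD, cut at about 4.2% in these data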;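 also: 0% = DAX1-transfected cells with DMSO and 100% = empty-vector control cells with DMSO; inhibition shows as a rise in luminescence from relieved DAX1 repression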
GAA850 FXN act – increases GAA850 frataxin promoter reporter activity; HEK293 lucGAA850 FXN promoter luciferase reporter, 24 h; percent of 10 µM SAHA response; activation, % at 6 µM; 0.56% of 360,000 active; AID 540364;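 active = activation above the average of all compounds screened plus 3 SD, cutoff fixed separately per campaign, cut at about 7.5% in these data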;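 also: 0% = DMSO wells and 100% = 10 µM SAHA wells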
PLC-beta3 inh – blocks human PLC-beta3 enzyme activity; Purified PLC-beta3, fluorogenic substrate, fluorescence; inhibition, % at 12.2 µM; 0.18% of 370,000 active; in the data active = inhibition above about 11%;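 also: 0% = median of compound wells on plate and 100% = full blocker control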
SMARCA2 act – activators of SMARCA2 function | AID 652017 | 1% of 370,000 active | activation, % at 9.1 µM | MG213 cells, MMTV-luciferase reporter, dexamethasone, overnight; in the data active = activation above about 7.8%;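 also: 0% = vehicle wells and 100% = reference activator wells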
PG9 binder – PG9 antibody binding by small molecule; TR-FRET gp120-PG9 antibody binding; inhibition, % at 6.7 µM; 0.43% of 360,000 active; in the data active = inhibition above about 8.5%
hcDAF-12 act – activators of H. contortus DAF-12 nuclear receptor; HEK293 hcDAF-12 lit1-tk-luc reporter, luminescence; 0% DMSO, 100% Δ7-dafachronic acid; activation, % at 6.8 µM; 1.4% of 370,000 active; AID 652067;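 active = activation above the mean of all tested compounds plus 3 SD, cut at about 5.5% in these data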;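 also: 100% = response to 3 µM Δ7-dafachronic acid high control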
DAX1 inh-2 – DAX1 (NR0B1) inhibition, primary screen; AID 652010; 1.1% of 370,000 active; inhibition, % at 6.8 µM; HEK293T StAR-luciferase reporter, SF-1/DAX-1 repression relief;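 active = inhibition above the mean over all tested compounds plus 3 SD, cut at about 3.6% in these data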;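 also: 0% = DAX-1 cells with DMSO and 100% = cells lacking DAX-1 with DMSO; higher inhibition means more luminescence from relief of DAX-1 repression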
hgDAF12 agonist – agonists of H. glycines DAF-12 nuclear receptor | HEK293 GAL4-hgDAF12 UAS-luciferase reporter, agonist luminescence; normalized to butyrate control | activation, % at 6.8 µM | 1.8% of 370,000 active;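 active = activation above a cutoff set at the mean of all screened compounds plus 3 SD, cut at about 10% in these data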;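 also: 0% = DMSO wells and 100% = sodium butyrate wells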
ssDAF-12 act – S. stercoralis DAF-12 activation, primary screen | activation, % at 6.8 µM | HEK293 ssDAF-12/GRIP1 lit1-tk-luc reporter, luminescence; % of 3 µM dafachronic acid response | 1% of 370,000 active | AID 652126;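 active = activation above the mean over all tested compounds plus 3 SD, cut at about 0.9% in these data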;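 also: 0% = DMSO-only wells and 100% = 3 µM delta7-dafachronic acid wells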
NR1D1 modulator – Rev-erb alpha (human) modulation | P20393 | Rev-erbα–FITC-DNA binding, fluorescence polarization, 90 min | activity, % at 10 µM | 0.79% of 370,000 active | AID 1259318;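 active = activity above about 14%, limit read from the data; passing the limit was not always enough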;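 also: 0% = DMSO wells with 35 nM protein and 100% = DMSO wells with 750 nM protein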
Target sequence (P20393 whole entry, looked up): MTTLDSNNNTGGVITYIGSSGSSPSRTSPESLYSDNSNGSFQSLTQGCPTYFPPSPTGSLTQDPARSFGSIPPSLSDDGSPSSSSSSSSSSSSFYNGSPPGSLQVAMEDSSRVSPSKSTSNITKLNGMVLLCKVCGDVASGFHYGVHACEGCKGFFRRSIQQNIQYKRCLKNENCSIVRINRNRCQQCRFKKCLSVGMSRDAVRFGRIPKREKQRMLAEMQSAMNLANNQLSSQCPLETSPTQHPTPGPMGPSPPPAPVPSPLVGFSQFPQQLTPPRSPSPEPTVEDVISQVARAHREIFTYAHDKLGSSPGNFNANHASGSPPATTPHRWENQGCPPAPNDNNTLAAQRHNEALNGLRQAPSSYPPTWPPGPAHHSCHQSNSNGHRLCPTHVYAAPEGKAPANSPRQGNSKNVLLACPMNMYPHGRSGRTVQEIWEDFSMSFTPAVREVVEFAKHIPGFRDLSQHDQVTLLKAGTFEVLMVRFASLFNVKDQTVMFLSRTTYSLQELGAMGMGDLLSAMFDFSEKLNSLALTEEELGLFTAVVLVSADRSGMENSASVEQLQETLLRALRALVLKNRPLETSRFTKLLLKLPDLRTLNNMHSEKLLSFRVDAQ
HGIII-sPLA2 inh – Inhibits HGIII-sPLA2 liposome hydrolysis, primary screen | Q9NZ20 | QFRET BODIPY PC-A2 liposome hydrolysis, fluorescence | inhibition, % at 12.2 µM | 0.56% of 370,000 active;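 active = inhibition above mean plus 3 SD of compounds lying within the high and low control bounds, cut at about 19% in these data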;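 also: 0% = median of test compound wells and 100% = no enzyme DMSO wells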
Target sequence (Q9NZ20 whole entry, looked up): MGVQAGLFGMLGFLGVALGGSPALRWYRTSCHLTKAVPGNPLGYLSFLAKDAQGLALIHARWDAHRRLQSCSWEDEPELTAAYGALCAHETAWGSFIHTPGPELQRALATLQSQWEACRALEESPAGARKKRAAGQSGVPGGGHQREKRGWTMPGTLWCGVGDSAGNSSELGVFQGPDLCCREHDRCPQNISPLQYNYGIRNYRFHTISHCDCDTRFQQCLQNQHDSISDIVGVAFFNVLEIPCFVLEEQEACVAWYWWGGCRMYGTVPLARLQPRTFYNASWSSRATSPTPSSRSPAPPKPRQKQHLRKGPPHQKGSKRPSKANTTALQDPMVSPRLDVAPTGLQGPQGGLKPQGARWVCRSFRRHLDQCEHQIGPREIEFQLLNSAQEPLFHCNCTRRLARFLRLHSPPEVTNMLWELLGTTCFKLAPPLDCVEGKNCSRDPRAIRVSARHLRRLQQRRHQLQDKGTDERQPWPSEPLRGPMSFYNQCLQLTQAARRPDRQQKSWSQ
Starred values were filed as active, the others as inactive; x = no result given.

SMILES | ssDAF-12 act | PG9 binder | SMARCA2 act | NR1D1 modulator | HGIII-sPLA2 inh | DAX1 inh-2 | DAX1 inh-1 | hgDAF12 agonist | hcDAF-12 act | GAA850 FXN act | PLC-beta3 inh
COc1ccc(CNC(=O)CCCn2nc([N+](=O)[O-])cc2C)cc1 | -0.6 | 1.0 | 0 | 2 | 1 | -0.3 | 1.6 | 0.3 | 3.2 | 0.9 | 5
Cc1ccccc1-n1nc(C)c(N=O)c1N | -1.4 | -2.8 | 1 | 1 | -5 | -0.3 | 0.6 | 2.2 | -1.1 | 0.3 | -5
O=C(N/N=C/c1ccc[nH]1)c1cccc([N+](=O)[O-])c1 | -0.9 | 0.1 | -2 | -3 | 6 | -0.3 | -0.4 | 2.3 | 1.1 | 1.3 | 0
CC(C)C(OC(=O)c1cccs1)C(=O)NCc1ccc(F)cc1 (configuration not stated) | -0.8 | 0.3 | -2 | 4 | 1 | -0.3 | -0.2 | -0.2 | -2.5 | 1.8 | 0
COc1ccccc1NC(=O)c1cc(N2C(=O)C3C4CCC(C4)C3C2=O)ccc1Cl (configuration not stated) | -1.4 | -2.1 | 1 | -4 | -3 | -2.5 | 0.1 | -0.6 | -1.9 | 1.4 | -5
O=C(Cn1ncc2c([nH]c3ccccc32)c1=O)NCCc1ccccc1 | -1.0 | 0.5 | 1 | 1 | 1 | -1.5 | 0.4 | -2.5 | -0.2 | -0.1 | 5
COC(=O)c1[nH]c(=O)c2ccccc2c1OCc1ccccc1 | -1.3 | 0.8 | -3 | -6 | -7 | -0.6 | 0.5 | 0.0 | 0.7 | 0.0 | -1
Cc1ccccc1NC(=O)CSc1nnc2ccc(-c3cccnc3)nn12 | -1.0 | -1.1 | 0 | 8 | 1 | -1.2 | 0.4 | -0.8 | -1.0 | 0.8 | -86
Cc1cccc(-n2c(SCN3C(=O)c4ccccc4C3=O)nc3ccccc3c2=O)c1 | 0.0 | -0.7 | 0 | 17 | 3 | -0.1 | x | 1.1 | -1.4 | x | 0
COc1cc(NC(=O)C2CCCN(S(=O)(=O)c3ccc(Br)s3)C2)cc(OC)c1 (configuration not stated) | -0.9 | x | -4 | 1 | -13 | -0.3 | x | -2.1 | -3.2 | x | -2
CC(=O)c1ccc(O)c(CSC2=NCCS2)c1 | -0.4 | 0.0 | -4 | -3 | 15 | -0.2 | -0.3 | 1.3 | -2.4 | 1.8 | 4
NC(=O)c1ccccc1[N+](=O)[O-] | -1.2 | -0.4 | -2 | -6 | -7 | 0.1 | 0.4 | 0.2 | -1.3 | 0.7 | 1
O=[N+]([O-])c1cccc(N(CC2CO2)S(=O)(=O)c2ccccc2)c1 (configuration not stated) | -0.2 | 0.8 | -2 | -5 | -2 | 0.1 | -0.1 | 0.1 | 0.9 | 0.3 | -4
CCOC(=O)C1CCCCN1Cc1ccccc1C(F)(F)F (configuration not stated) | -1.2 | -3.4 | 3 | -3 | 7 | 1.0 | -0.1 | 0.5 | -2.1 | 2.3 | 5
COc1ccc(OC)c(NC(=O)CN(C)S(=O)(=O)c2ccc3nc(C)sc3c2)c1 | -0.9 | -1.6 | -3 | -3 | 5 | -0.2 | -1.1 | -0.4 | -1.7 | -1.2 | -3
Cc1cccc(C)c1Nc1nnc(SC(C)C(=O)Nc2c(C)n(C)n(-c3ccccc3)c2=O)s1 (configuration not stated) | -1.2 | -1.2 | 1 | 6 | 11 | -0.8 | -0.2 | -1.3 | 0.9 | 2.2 | -1
CC(C)NC(=O)C1=NN(c2ccccc2)C(=O)CC1 | -2.0 | -0.9 | -1 | 4 | 6 | 0.0 | -0.2 | -0.6 | -0.4 | 0.7 | -5
O=C(COc1cc(Cl)c(Cl)cc1Cl)NCCN1CCOCC1 | -1.4 | -0.3 | -1 | 6 | -2 | 0.6 | -0.5 | -1.0 | -1.5 | 1.5 | 3
CCOC(=O)CSc1nc2cc(S(=O)(=O)Nc3ccccc3OC)ccc2o1 | -2.1 | -2.8 | 1 | 2 | -19 | -0.1 | 0.5 | -0.6 | -0.4 | -0.3 | 4
CC(C)(O)C#Cc1ccc(C(=O)NCCC(=O)O)s1 | -1.4 | 0.3 | 0 | 8 | 4 | -0.2 | -0.2 | -1.1 | -2.0 | -0.9 | 1
CCOC(=O)CC1C(=O)NCCN1S(=O)(=O)c1ccc(Cl)c(Cl)c1 (configuration not stated) | -1.3 | -0.2 | 2 | 2 | 6 | 0.1 | -0.8 | 4.4 | -2.7 | 1.3 | 1
CC(NC(=O)CCc1nnc(-c2ccccc2)o1)c1ccccc1 (configuration not stated) | 0.3 | -1.4 | 3 | -2 | 1 | 1.1 | 2.3 | 7.5 | 1.4 | 5.4 | -8
Cc1ccc(OCC(=O)NC2=NCCS2)cc1 | -0.8 | 1.5 | 3 | -2 | 0 | 0.1 | 4.7* | 2.0 | -0.7 | 0.3 | 3
CC(C)(C)c1cc(N2CCOCC2)n2ncc(-c3ccc(Cl)cc3)c2n1 | -1.2 | -0.1 | 0 | 16 | 13 | 0.6 | 0.1 | 3.3 | 1.6 | 0.7 | -82
CCCCc1c(-c2cccc(Br)c2)ncn1CCc1ccccc1OC | -1.7 | -0.9 | -8 | -5 | -22 | -0.9 | x | 2.8 | -3.6 | x | 0
COc1cc(C(=O)c2ccccc2C(=O)O)c(OC)c2c1CCCC2 | -1.8 | -0.9 | -2 | -5 | 8 | -0.2 | 0.2 | -0.1 | 0.3 | 0.1 | 0
Cc1ccc(C(=O)n2c(-c3ccccc3)cnc2SCC(=O)Nc2ccc(C)cc2C)cc1 | -1.3 | -0.5 | 2 | 1 | -11 | 0.4 | -0.2 | 4.3 | 0.9 | 3.1 | 4
O=C1NN(c2ccc(Cl)c(Cl)c2)C(=O)/C1=C/c1ccc(-c2ccccc2C(=O)O)o1 | -0.7 | -3.4 | 2 | -2 | -2 | 0.3 | -1.0 | 2.0 | -1.2 | 1.2 | -26
Oc1ccc(COCc2ccccc2)c2cccnc12 | -1.1 | -0.6 | 3 | -1 | 2 | 1.3 | 0.6 | -0.3 | -0.9 | 3.9 | -1
OCCC1CN(Cc2ccc3nonc3c2)CCN1Cc1ccsc1 (configuration not stated) | -1.2 | -0.4 | 6 | -4 | -2 | 0.1 | -0.8 | -1.6 | -0.8 | 1.1 | -3
CCC(C)[C@H](NC(=O)c1cn(CC)c2cc3c(cc2c1=O)OCO3)C(=O)NCCCn1ccnc1 (some centres not stated) | -1.2 | -0.5 | -2 | -6 | -1 | 0.1 | 0.9 | 0.6 | -1.6 | -2.4 | -24
O=C1CC(N(O)c2ccccc2)C(=O)N1c1ccc(Cl)c(Cl)c1 (configuration not stated) | -0.1 | -2.6 | 5 | -3 | -9 | -0.7 | 2.8 | 0.2 | 1.3 | 1.9 | -27
CCC(C)(C)n1nnnc1C(c1ccccn1)N1CCCCC1 (configuration not stated) | -1.3 | 1.4 | 2 | 9 | -6 | 0.0 | -1.2 | 1.2 | -0.3 | 1.4 | 2
COc1ccc2c(-c3ccccc3)cc(=S)[nH]c2c1 | -1.5 | 0.5 | -1 | -1 | 3 | -0.8 | -0.3 | -0.2 | -2.0 | 2.0 | -25
COc1cc(C)nc(N2CCC(C(=O)NCC3CCCO3)CC2)n1 (configuration not stated) | -0.9 | -1.2 | -2 | -3 | 14 | -1.1 | -0.8 | -2.0 | -0.3 | -1.0 | -5
O=C(CNc1ccccc1N1CCCC1=O)Nc1cc(Cl)ccc1-n1cncn1 | -1.0 | -2.2 | 1 | -11 | 8 | -0.7 | 0.9 | 1.0 | -0.2 | -2.9 | 2
Cc1ccc(S(=O)(=O)N2CCC[C@H]2C(=O)OCC(=O)Nc2ccc3c(c2)OCO3)cc1 | -0.6 | -0.8 | 1 | 6 | -13 | 0.9 | 0.5 | -1.8 | -0.7 | 0.7 | -6
C/C=C(\C)C(=O)NCCN1C2=NC[C@@H](Cc3ccccc3)N2C[C@@H]1Cc1ccc(OC)cc1 | 0.1 | 0.1 | 0 | -3 | 1 | -0.3 | 1.4 | -0.4 | 0.8 | -1.3 | 1
CC(=O)N1CCc2cc(S(=O)(=O)CCC(=O)NCCc3ccc(Cl)cc3)ccc21 | -1.5 | -1.3 | -2 | -2 | -5 | -2.7 | 0.3 | -1.3 | -0.5 | -1.3 | -8
CCCCn1c(N)c(N(CC)C(=O)c2ccc(Cl)c(Cl)c2)c(=O)[nH]c1=O | -1.0 | -0.8 | -4 | 2 | 5 | -0.4 | -0.6 | -1.7 | -0.2 | -1.9 | 0

2 records drawn at random from those above:
SMILES | ssDAF-12 act | PG9 binder | SMARCA2 act | NR1D1 modulator | HGIII-sPLA2 inh | DAX1 inh-2 | DAX1 inh-1 | hgDAF12 agonist | hcDAF-12 act | GAA850 FXN act | PLC-beta3 inh
CC(=O)N1CCc2cc(S(=O)(=O)CCC(=O)NCCc3ccc(Cl)cc3)ccc21 | -1.5 | -1.3 | -2 | -2 | -5 | -2.7 | 0.3 | -1.3 | -0.5 | -1.3 | -8
CCCCn1c(N)c(N(CC)C(=O)c2ccc(Cl)c(Cl)c2)c(=O)[nH]c1=O | -1.0 | -0.8 | -4 | 2 | 5 | -0.4 | -0.6 | -1.7 | -0.2 | -1.9 | 0

Following part.
SMILES | ssDAF-12 act | PG9 binder | SMARCA2 act | NR1D1 modulator | HGIII-sPLA2 inh | DAX1 inh-2 | DAX1 inh-1 | hgDAF12 agonist | hcDAF-12 act | GAA850 FXN act | PLC-beta3 inh
CC1(C)CC(C(=O)Nc2nccs2)CCO1 (configuration not stated) | -0.7 | 2.3 | 0 | 1 | 11 | -0.2 | 0.9 | -0.1 | 0.2 | -0.7 | 3
Cc1ccc(NC(=O)COC(=O)/C=C/c2c(C)nn(-c3ccc(F)cc3)c2Cl)cc1F | -0.6 | -0.4 | -2 | 8 | 6 | -0.5 | -0.2 | -1.0 | 1.4 | 0.5 | 0
COC(=O)CC1COc2ccccc2N1C(=O)/C=C/c1ccccc1 (configuration not stated) | -1.3 | -1.9 | -1 | 5 | 2 | -0.2 | -1.4 | 0.0 | -1.3 | 1.5 | -5
CC(=O)CSc1nnc2c3ccccc3nc(C(C)(C)C)n12 | -0.8 | 0.8 | -2 | 3 | -33 | -0.9 | 0.6 | 2.5 | -2.4 | 3.5 | -4
CCOC(=O)C1=C(CC)Nc2ccccc2N/C1=N\S(=O)(=O)c1ccccc1F | -1.6 | 0.0 | -2 | 1 | -1 | 1.5 | -0.1 | -0.5 | -1.2 | 1.8 | -10
Cc1ccc(C(=O)N2CCC3(CC2)NCCc2[nH]cnc23)cc1 | -0.9 | -1.9 | 0 | 2 | 2 | 0.5 | 1.1 | -2.7 | -3.3 | -1.1 | -1
COc1ccc(Br)cc1/C=C(\C(=O)O)c1ccc(S(=O)(=O)N2CCCC2)s1 | -0.7 | 0.9 | -2 | 5 | -3 | -0.5 | 1.6 | -1.1 | 0.3 | 1.1 | -39
Cc1cc(C(=O)CN2CCN(CC(=O)Nc3ccc(F)cc3)CC2)c(C)n1C1CC1 | -1.2 | 0.9 | -1 | 5 | 14 | -0.5 | -0.2 | -1.1 | -0.5 | -1.0 | -11
Cn1nc(NC(=O)CC(C)(C)CC(=O)O)c2ccccc21 | -0.9 | 2.1 | 0 | -2 | 10 | 0.5 | x | 0.7 | 3.4 | 0.2 | -4
N#CCSc1ccccc1NC(=O)COC(=O)C1CCN(C(=O)c2ccc(Cl)cc2)CC1 | -1.2 | -0.5 | 0 | 1 | 2 | 0.4 | -0.2 | 2.8 | 0.4 | -1.0 | 1

Screening results (PubChem BioAssay)
